Screens (PubChem)
D2 antagonist – antagonizes the human D2 dopamine receptor; HEK293 TREx D2 cells, calcium flux, dopamine EC80; inhibition, % at 10 µM; hit rate 2% among 340,000; AID 485344; in the data active = inhibition above about 30%; note: 0% is about no effect
Target sequence (P14416 whole entry, looked up): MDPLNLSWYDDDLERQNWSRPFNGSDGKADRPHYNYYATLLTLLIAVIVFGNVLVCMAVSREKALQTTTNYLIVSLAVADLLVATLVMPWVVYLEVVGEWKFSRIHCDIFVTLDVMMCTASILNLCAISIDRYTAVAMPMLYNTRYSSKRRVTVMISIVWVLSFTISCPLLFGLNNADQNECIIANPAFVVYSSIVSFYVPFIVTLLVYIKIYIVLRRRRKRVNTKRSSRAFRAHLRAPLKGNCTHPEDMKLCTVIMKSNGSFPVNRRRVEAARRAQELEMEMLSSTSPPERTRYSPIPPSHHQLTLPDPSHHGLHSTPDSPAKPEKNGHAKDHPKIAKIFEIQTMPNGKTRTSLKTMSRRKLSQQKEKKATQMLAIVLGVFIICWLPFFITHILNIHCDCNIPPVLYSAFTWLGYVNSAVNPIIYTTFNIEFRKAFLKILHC
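In this primary screen, negative modulation is detected by tracking calcium flux after an EC80 dopamine challenge in inducible HEK293 T-REx D2 cells preexposed to test compound for 180 s.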
LDHA inh – LDHA (human) enzyme inhibition; P00338; purified LDHA, NADH/diaphorase-resazurin fluorescence; active compounds read low; activity change, % (values are at about 110 or 230 µM); AID 1347041; hit rate 0.15% among 480,000; in the data active = activity change below about -30%; inconclusive = mostly about -25% to -30%;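 note: plate controls were DMSO wells for no effect and wells without enzyme for full effect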
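Human LDH5 at 2 nM final in Tris HCl pH 7.4 with 0.06 mM NADH and 0.2 mM pyruvate, reacted 5 minutes at room temperature. Remaining NADH coupled via diaphorase/resazurin; resorufin fluorescence read at 0 and 20 minutes, normalized to enzyme-free and DMSO wells.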
ERG-DNA inh – ERG Ets/DNA interaction inhibition | P11308 | fluorescence polarization, His-ERG Ets domain / labelled DNA | Potency, µM (top dose mostly 76.9 µM), without a hit: at the highest dose FP activity, negative = inhibition, actives largely listed as inhibitors | hit rate 0.028% among 370,000; active = well fitted inhibition curve with a large enough effect in the polarisation, with a control signal flat; inconclusive = small, poorly fitted or top-dose-only effect, or effect the other way, or a change in a side signal; inactive = no such curve, though single readings can be large or run the other way; the % refers to the polarisation;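 note: polarization taken with two DNA probes labelled with fluorescein and Texas red; potency is the fitted concentration of half-maximal effect; % of control where 0% means no effect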
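His-tagged ERG Ets domain (1 uM in the protein solution; 300mM KCl, 50mM Tris-HCl, 1mM EDTA, 1mM DTT, pH 7.5) received compound, then a probe mix of 5 nM fluorescein-DNA and 100nM Texas-615-DNA. Fluorescence polarization was read for both dyes.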
D2 agonist – agonists of human D2 dopamine receptor; activation, % at 2 µM; AID 485358; hit rate 0.53% among 340,000; HEK293 T-REx D2 cells, calcium flux agonist mode;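 active = activation over 3 SD above normal in the single-dose calcium agonist read, cut at about 30% in these data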; note: 0% is about no effect
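Calcium-flux readout, 1 cycle/sec over 180 s following compound pin transfer, in inducible HEK293 Trex D2 cells (force-coupled); dopamine controls included. Positive calcium responses during this window marked compounds as potential agonists.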
GRP78 ERSR act – induces the endoplasmic reticulum stress response in human glioma cells; Potency, µM, for inactives: at the top dose activation, most hits filed as activators; U87-MG GRP78 promoter luciferase reporter, 16 h; AID 602332; hit rate 0.02% among 420,000; note: potency is the fitted concentration of half-maximal effect; series mostly up to about 76 µM; % of control where 0% means no effect; nearly all actives have a fitted effect of over 35% in size
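ERSR induction read as luciferase luminescence (Bright-Glo, 10 min at room temperature) in stably transfected human U87-MG glioma cells exposed to compounds for 16 h, using GRP78 as sensor.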
12-LOX inh – inhibitors of human 12S-lipoxygenase ALOX12. P18054. purified 12hLO, xylenol orange hydroperoxide absorbance. Potency, µM (titrated, usually from 108 µM), without a hit: top-dose activity change, negative = inhibition, usual class: inhibitors. hit rate 1.1% among 580,000. AID 1671190; note: potency is the fitted concentration of half-maximal effect; % is set by controls: 0 for no effect and ±100 for the full control effect
Target sequence (P18054 whole entry, looked up): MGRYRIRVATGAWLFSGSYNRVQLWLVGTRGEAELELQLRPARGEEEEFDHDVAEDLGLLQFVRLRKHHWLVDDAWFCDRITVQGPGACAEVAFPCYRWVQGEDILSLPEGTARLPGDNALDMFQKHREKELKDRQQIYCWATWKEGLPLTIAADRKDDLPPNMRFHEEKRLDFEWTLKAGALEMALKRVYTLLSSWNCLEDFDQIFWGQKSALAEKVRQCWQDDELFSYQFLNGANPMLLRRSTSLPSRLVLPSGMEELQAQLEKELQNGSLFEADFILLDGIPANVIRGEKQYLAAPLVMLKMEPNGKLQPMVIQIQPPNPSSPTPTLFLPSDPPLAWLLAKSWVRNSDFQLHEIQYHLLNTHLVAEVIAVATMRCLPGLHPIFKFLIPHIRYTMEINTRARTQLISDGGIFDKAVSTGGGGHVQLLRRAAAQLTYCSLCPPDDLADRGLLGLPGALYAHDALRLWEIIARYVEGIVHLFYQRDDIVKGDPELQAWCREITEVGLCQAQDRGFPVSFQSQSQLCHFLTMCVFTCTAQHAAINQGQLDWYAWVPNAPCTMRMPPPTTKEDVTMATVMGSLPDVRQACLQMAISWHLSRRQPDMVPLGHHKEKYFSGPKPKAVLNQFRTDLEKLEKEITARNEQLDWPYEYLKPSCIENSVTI
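Hydroperoxide product was detected by ferrous iron/xylenol orange as the 573 to 405 nm absorbance ratio. Arachidonic acid at 40 uM (final) was turned over for 30 min at room temperature by 150 nM human 12hLO, pH 7.0 Hepes buffer, after 15 min compound preincubation.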
Vif-APOBEC3F blk – blocks the Vif interaction with APOBEC3F. HeLa A3F-eYFP + Vif (tagged APOBEC3F with the HIV-1 protein that degrades it), YFP fluorescence increase. Potency, µM (titrated, usually from 46.1 µM), without a hit: at the top dose activity, negative = active. hit rate 0.2% among 390,000. AID 602313; note: potency is the fitted concentration of half-maximal effect; % of control where 0% means no effect; nearly all actives have a fitted effect of over 65% in size
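HeLa cells stably expressing A3F-eYFP plus Vif, plated and incubated overnight at 37 deg C, then exposed to compounds overnight at 37 deg C. Blocked degradation read as raised yellow fluorescence (Ex 488/Em 500-530).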
RGS4 inhibitor – human RGS4 inhibition | Potency, µM (top dose mostly 114 µM), inactives show top-dose activity change, negative = inhibition, actives largely listed as inhibitors | P49798 | Transcreener GDP fluorescence polarization, RGS4-accelerated GTP hydrolysis | hit rate 0.039% among 390,000; note: potency is the fitted concentration of half-maximal effect; % is set by controls: 0 for no effect and ±100 for the full control effect; nearly all actives have a fitted effect of over 75% in size; some results filed as inactive show a strong effect at the top dose
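MLSMR compounds (23 nl, pin-transferred) preincubated 10 min at room temperature with a 500nM (2x) first reagent, then RGS4 at 900nM (2x) plus Transcreener GDP mix added; fluorescence polarization (620/688 nm) read before and after 90 min at 30 °C.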
Vif-APOBEC3G blk – blocks the Vif interaction with human APOBEC3G; hit rate 0.076% among 410,000; Q9HC16; HeLa A3G-eYFP + Vif (tagged APOBEC3G with the HIV-1 protein that degrades it), YFP fluorescence, overnight; Potency, µM (titrated, usually from 46.1 µM), inactives show at the top dose activity, negative = active, actives largely listed as inhibitors;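 note: potency is the fitted concentration of half-maximal effect; % is set by controls: 0 for no effect and ±100 for the full control effect; nearly all actives have a fitted effect of over 60% in size; hits raise eYFP signal because A3G escapes Vif-driven loss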
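Read-out is eYFP fluorescence (Ex 488/Em 500-530) from Vif-expressing HeLa A3G-eYFP cells; more signal means A3G escaped Vif-mediated degradation. Cells plated overnight, compound pinned in, incubated overnight at 37 deg C.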
* hit, by the source's call; u = inconclusive; x = not tested or not shown; [ ] = another dose, or the depositor's remark. Unless noted, calls come from the whole dose curve; as a rule, active = well fitted curve in the direction sought with a large enough effect; inconclusive = small, poorly fitted or top-dose-only effect, or another doubt; inactive = no such curve, though single readings can be large; an effect the other way counts as inactive or inconclusive.

entry	canonical_smiles	D2 antagonist	LDHA inh	ERG-DNA inh	D2 agonist	GRP78 ERSR act	12-LOX inh	Vif-APOBEC3F blk	RGS4 inhibitor	Vif-APOBEC3G blk
1	CCOC(=O)C(NC(C)=O)C(=O)Nc1ccc(C(C)(C)C)cc1 (configuration not stated)	10.2	-5.8	-1.7%	0.9	-2.1%	-3.4%	2.7%	-21.0%	5.7%
2	O=C(NNS(=O)(=O)c1ccccc1)c1ccncc1	-7.4	7.8	3.2%	0.0	-2.1%	208.4%[activator]	-0.1%	14.0%	-8.7%
3	COc1ccc(C)cc1NC(=O)c1ccc2nc(Cc3ccccc3)oc2c1	x	-1.9	1.0%	0.3	-2.5%	-17.1%	3.2%	-27.7%	-2.6%
4	Cc1onc(-c2ccccc2Cl)c1C(=O)NCc1ccc(F)cc1	-0.8	0.2	3.2%	0.0	-4.7%	0.0%	7.7%	4.7%	-2.1%
5	COc1cccc(CNC(=O)C2CCN(c3nnc(-n4c(C)ccc4C)s3)CC2)c1	x	-6.1	-0.6%	-0.4	x	-24.5%	x	14.7%	x
6	COc1ccccc1-c1noc(-c2ccc(NCC3CCCO3)c([N+](=O)[O-])c2)n1 (configuration not stated)	x	2.0	2.0%	0.2	0.2%	-15.5%	2.7%	-11.2%	-3.8%
7	Cc1cccc(C)c1NC(=O)CCSCCc1ccccn1	x	-0.4	-4.9%	0.0	-2.4%	-7.5%	0.3%	5.0%	-3.9%
8	CCOc1ccc(/C=C/C2=CC(C)(C)NC(=S)N2)cc1	-5.4	-5.8	8.3%	2.1	-1.9%	39.8µM*	5.6%	u	-5.0%
9	CCCn1c(N)c(N(CCOC)C(=O)CCC2CCCCC2)c(=O)[nH]c1=O	2.2	2.5	4.2%	0.6	-2.6%	-13.4%	u	-16.6%	-0.7%
10	COc1cc(S(=O)(=O)Nc2ccccc2C)ccc1NC(=O)c1ccncc1	17.7	-1.5	-3.4%	1.3	-2.4%	-8.4%	-4.6%	-23.8%	-4.1%
11	CCc1ccc(Nc2ncnc3c2cnn3-c2cc(Cl)ccc2C)cc1	x	-0.1	2.7%	x	0.9%	u	1.7%	10.4%	0.9%
12	CN(c1ccccc1)c1nccc(=O)[nH]1	x	-7.5	2.4%	x	-1.3%	u	-10.7%	11.2%	0.3%
13	COC(=O)c1ccc(NC(=O)c2cnn(-c3ccc(Cl)cc3)c2C2CCN(C(=O)OC(C)(C)C)CC2)cc1	x	-2.7	2.9%	-0.1	-3.2%	-16.9%	1.0%	11.4%	-2.8%
14	OCC[C@H]1C[C@@H](O)[C@H](O)[C@]2(CCCO2)O1	x	-6.3	3.1%	x	-2.6%	-4.1%	2.9%	-3.5%	1.8%
15	C=CCN(C(=O)c1csnn1)C(C(=O)NCc1ccccc1)c1c(F)cccc1Cl (configuration not stated)	-14.0	-6.8	-0.1%	-0.7	-4.3%	0.0%	7.6%	-9.9%	1.1%
16	CCc1nc2ccc(C(=O)N3CCN(c4ccc([N+](=O)[O-])cc4)CC3)cc2nc1CC	21.3	-0.3	0.0%	-0.8	-1.8%	-10.4%	6.0%	-5.6%	-3.0%
17	CCC(=O)N1CCc2cc(S(=O)(=O)NC(Cc3ccccc3)C(=O)NCc3ccccc3OC)ccc21 (configuration not stated)	x	-16.1	-8.3%	-1.3	-4.3%	4.6%	6.1%	0.4%	-1.8%
18	Cc1ccccc1NC(=S)NC(=O)/C=C/c1ccco1	-1.1	2.7	9.0%	-0.9	-5.8%	0.0%	u	u	-8.9%
19	COc1ccccc1NC(=O)CN1CCCCC1	7.3	-7.5	4.5%	0.5	-4.3%	0.9%	7.0%	-23.3%	-0.1%
20	CCCCCOc1ccc(/C=C/C(=O)NCCc2nc3ccccc3[nH]2)cc1OC	-15.2	-4.0	-2.5%	1.9	-5.6%	-19.2%	-9.7%	-1.7%[11.4 µM]	3.5%
21	CCc1ccc(CNCc2c(C(=O)O)c(C)n(Cc3c(F)cccc3Cl)c2C)cc1	x	-0.7	0.6%	x	-3.5%	-17.9%	-2.2%	-6.9%	2.5%
22	Nc1nc(Cl)cc(NCCc2ccc(O)cc2)n1	-1.6	-3.8	1.1%	1.3	-4.8%	-6.2%	-0.4%	16.8%	0.3%
23	CCC(CC)C(=O)Nc1cccc(C(=O)N2CCCCCC2)c1	-1.7	2.6	x	0.3	-1.1%	15.0%	0.9%	-0.1%	0.2%
24	Cc1ccc2cccc(OC(=O)c3ccc4c(c3)OCCO4)c2n1	x	10.1	-0.7%	x	1.3%	u	3.5%	10.2%	0.4%
25	O=C(OCC(=O)N1CCCC1)c1cnc(Cl)c(Cl)c1	x	-5.4	6.2%	x	-0.7%	-3.1%	5.0%	1.2%	-2.3%
26	CC(C)C[C@@H](C(=O)O)N(Cc1cccc(CN([C@@H](CC(C)C)C(=O)O)S(C)(=O)=O)c1)S(C)(=O)=O	6.7	0.2	-7.5%	-0.7	-2.8%	-16.8%	1.2%	-0.3%	-1.0%
27	Cc1c(NC(=O)c2ccc(F)cc2)c(=O)n(-c2ccccc2)n1C	-10.6	-5.9	-6.7%	-0.9	0.2%	11.9%	-7.3%	-8.1%	3.6%
28	COc1ccc(CNC(=S)N/N=C(/C)c2ccccc2)cc1	-2.8	-9.1	-11.5%	0.7	5.2%	u	-4.8%	17.3%	-1.1%
29	c1ccc(-c2ccc(-c3nc(-c4ccncc4)no3)cc2)cc1	-2.2	-0.2	x	1.5	4.3%	0.4%	u	-40.2%	6.9%
30	Cc1noc(C)c1S(=O)(=O)Nc1ccc2c(c1)C(=O)N([C@H](C)CO)C[C@H](C)[C@@H](CN(C)Cc1ccc(C(=O)O)cc1)O2	x	0.0	-3.9%	x	-6.4%	-8.4%	-2.1%	21.2%	2.4%
31	CCOC(=O)c1c(-c2ccccc2)csc1NC(=O)/C(C#N)=C/c1ccc(O)c(OC)c1	-11.6	5.8	6.8%	7.2	2.3%	u	u	-44.8%	6.2%
32	O=C(c1cc2ccccc2oc1=O)N1CCN(c2ccc(F)cc2)CC1	x	1.4	-13.3%	-0.1	-2.1%	-4.2%	0.2%	15.4%	3.2%
33	COc1ccc(CN2CCN(CC=C(C)C)C(CCO)C2)cc1Cn1cccn1 (configuration not stated)	x	-10.5	-0.5%	x	0.8%	12.6%	-2.7%	7.9%	0.2%
34	Cc1ccc(C)c(N2CCN(C(=O)C3CCN(c4nc5ccc(C)cc5[nH]4)CC3)CC2)c1	x	-7.2	3.3%	-0.4	-1.8%	u	-5.7%	-3.6%	1.9%
35	CN(C)CCNC(=O)C(=O)NCC1OCCN1S(=O)(=O)c1cc(F)ccc1F (configuration not stated)	-9.1	-2.5	4.0%	-1.1	-3.8%	u	2.4%	0.4%	3.5%
36	O=S(=O)(/C=C/c1ccccc1)N1CCN(c2nc(-c3cccnc3)nc3ccccc23)CC1	-0.5	-5.5	-2.0%	-0.1	-6.6%	2.8%	-21.7%	-21.3%	1.9%
37	COc1cccc(NC(=O)Nc2ccncc2)c1	6.6	1.0	-2.0%	-0.5	6.8%	-2.8%	-9.2%	-13.5%[11.4 µM]	3.3%
38	CC(NC(=O)c1ccncc1)c1ccc(Cl)cc1Cl (configuration not stated)	-6.4	-1.3	11.9%	-0.1	-5.1%	11.1%	8.6%	-5.5%[56.9 µM]	8.3%
39	O=C(NCC1(c2ccccc2)CCCC1)c1ccc(Br)cc1	-6.6	-1.9	2.9%	-1.3	-1.6%	7.0%	-16.9%	9.7%	0.3%
40	Cc1cc(C)cc(OCC(=O)OCC(=O)Nc2c(C)n(C)n(-c3ccccc3)c2=O)c1	-2.1	-4.6	0.1%	1.1	-0.1%	1.0%	-14.0%	11.9%	0.2%
41	Cc1ccc(CN2CCCNC2=O)cc1	x	-5.1	-0.1%	x	-1.3%	16.0%	1.4%	14.3%	1.3%
42	O=C(NCc1ccccc1)c1ccc(NC(=O)C2CCCCC2)cc1	x	-4.3	-9.3%	x	0.8%	57.2%	3.3%	-13.1%	-2.3%
43	Cc1ccc(C)c(C(=O)OCC(=O)Nc2cccc(S(=O)(=O)N3CCCCC3)c2)c1	-3.2	0.4	13.3%	0.7	-3.7%	285.3%[activator]	4.9%	-2.2%	0.5%
44	CN(/N=C/c1ccc2c(c1)OCO2)c1nc(N2CCOCC2)nc(N2CCOCC2)n1	3.3	-5.9	0.6%	-0.7	-0.1%	0.0%	-1.5%	-11.1%	-5.6%
45	CCOc1ccc2ccccc2c1C(=O)N1CCN(c2ccccc2)CC1	5.5	-8.3	0.2%	0.0	-5.9%	11.6%	-6.3%	-12.4%	u
46	COc1ccc(NC(=O)CCN2CCN(c3ccccc3F)CC2)c(OC)c1	85.7*	-3.5	0.5%	89.9*	-10.9%	u	6.0%	19.1%	4.5%
47	O=C(O)c1ccc(Sc2nnnn2-c2ccccc2)c([N+](=O)[O-])c1	-2.9	-5.1	9.2%	0.2	-2.6%	u	-5.0%	-37.1%	-0.5%
48	O=C(NCCC1=CCCCC1)C1CCN(c2nnc(-n3cccc3)s2)CC1	47.8*	-0.7	-0.5%	0.1	1.8%	9.9%	0.7%	-7.8%	2.7%
49	COc1ccccc1N1CCN(/N=C/C=C\c2ccco2)CC1	-13.2	-1.8	6.4%	0.5	1.0%	u	-0.7%	-41.8%	-1.3%
50	COc1ccc(CN2CC[C@H]3C=CCc4cccc(c43)C2)cc1	21.8	5.1	-9.9%	-0.4	-1.7%	u	0.0%	-0.4%	3.6%

These rows are one share of the data; count on the stated rates, not on these rows.
